PGC1a acetyl inh: modulators of PGC1a acetylation | U2OS PGC1a acetylation, AlphaScreen anti-acetyl-lysine; with virally co-expressed GCN5 acetyltransferase | inhibition, % at 15.6 µM | 350,000 tested, 0.17% active | AID 651687;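 active means every replicate shows inhibition of at least 40%; inconclusive means mean inhibition at least 40% but some replicate below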;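 further: 0% = neutral control wells and 100% = positive control wells; some results beyond the cut were filed as inactive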
ERAP1 inh: inhibitors of human ERAP1 aminopeptidase; recombinant ERAP1, Leu-AMC fluorescence, 60 min; Q9NZ08; AID 652197; 340,000 tested, 0.15% active; inhibition, % at 10.7 µM;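 active means mean replicate inhibition of at least 30%, or all replicates individually reaching that 30% level; inactive means mean below 30% and not every replicate reaching it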;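 further: 0% = neutral control wells and 100% = L-leucinethiol positive control wells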
S100A4 MyoIIA: blocks human S100A4 binding to myosin IIA peptide. P26447. S100A4/TAMRA-MyoIIA peptide fluorescence polarization. inhibition, % at 10.7 µM. 360,000 tested, 0.14% active. AID 652163;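 active means mean inhibition of at least 70% across replicates, with every replicate also reaching that level; inconclusive means mean inhibition reaches 70% but some replicates fall short; inactive means mean inhibition below 70%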
Target sequence (P26447 whole entry, looked up): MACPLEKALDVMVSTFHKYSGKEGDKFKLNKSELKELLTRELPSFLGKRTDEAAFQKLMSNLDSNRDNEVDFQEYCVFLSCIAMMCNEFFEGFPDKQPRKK
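System – human S100A4 monomer protein, biochemical binding assay · Buffer or medium – Calcium-containing HEPES buffer, pH 7.2 · Timing – 5 min between mix addition and reading · Also added – TAMRA-labelled myosin IIA heavy-chain peptide probe, 5 nM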
SIRT5 block: blocks human SIRT5 desuccinylation of peptide. Q9NXA8. Purified SirT5, succinyl-peptide AMC, trypsin-coupled fluorescence. inhibition, % at 15 µM. 330,000 tested, 1.1% active; in the data active means inhibition above about 15%; inconclusive means no clear call, values can overlap the other calls
Target sequence (Q9NXA8 whole entry, looked up): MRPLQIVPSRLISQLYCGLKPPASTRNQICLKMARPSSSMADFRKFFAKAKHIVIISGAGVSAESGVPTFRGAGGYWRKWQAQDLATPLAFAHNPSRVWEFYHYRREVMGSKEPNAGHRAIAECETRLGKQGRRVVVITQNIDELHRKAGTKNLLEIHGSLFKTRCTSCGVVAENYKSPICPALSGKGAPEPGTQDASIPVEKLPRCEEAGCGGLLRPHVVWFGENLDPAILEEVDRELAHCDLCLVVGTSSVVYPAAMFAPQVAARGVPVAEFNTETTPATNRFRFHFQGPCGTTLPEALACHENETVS
C2C12 statin: protects C2C12 myotubes from simvastatin toxicity; rescue of ATP level, % at 7.49 µM; ATP luminescence, 48 h; scaled: DMSO 0, geranylgeraniol control 100; 330,000 tested, 0.78% active;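 active means mean ATP rescue above about 67%, or every replicate alone reaching that limit, limit read from the data, passing the limit was not always enough; inconclusive means no clear call, values can overlap the other calls; inactive means mean under the limit and some replicate under it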;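 further: myotubes were challenged with 10 µM simvastatin during compound exposure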
LGR2 antag: blocks bursicon-induced cAMP signaling via Drosophila LGR2; HEK293 LGR2, CRE-luciferase, bursicon-stimulated, 4 h; inhibition, % at 9.99 µM; 380,000 tested, 0.35% active; AID 720647;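 active means drop in luminescence signal, shown as inhibition above about 50% in the replicate tests, limit read from the data, passing the limit was not always enough; inconclusive means probably only some replicates passing the limit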;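 further: agonist challenge used bursicon conditioned medium at about half maximal strength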
Xi reactivation: X-chromosome reactivation activator. 360,000 tested, 0.055% active. XiGFP mouse fibroblasts, % GFP-positive cells imaging, 3 d; cells co-treated with 5-aza-dC sensitizer; scaled so ellipticine positive control = 100%. activation, % at 7.58 µM;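 active means mean normalized replicate activation at least 10% and every replicate at or above 10%; inconclusive means only one of the two criteria met; inactive means mean below 10% and not all replicates reach 10%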;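 further: 0% = median of on-plate neutral control wells and 100% = ellipticine 6 µM median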
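material = 68-5-11 XiGFP fibroblast line | medium = DMEM plus 5-aza-dC sensitizer | schedule = 3 days compound exposure | benchmarks = positive control ellipticine, 6 µM final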
Cneo AK release: Cryptococcus neoformans lysis via adenylate kinase release. C. neoformans lysis, adenylate kinase release luminescence, 4 h; normalised: neutral wells 0, clomiphene wells 100. lysis activity, % at 15 µM. 360,000 tested, 0.2% active;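 active means mean lysis activity across replicates of at least 80%, whatever share of replicates individually reach that level; inactive means mean lysis activity below 80%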
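Material: C. neoformans cells | Amount: Yeast cell density of 5 × 10^6 cells/mL | Medium: Fresh YPD growth medium | Dosing: Single dose | Times: Static 4 h at 37 °C with compound, 1 h detection | Detection: AK luminescence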
Starred values were filed as active, the others as inactive; ? = inconclusive; . = no result given. This is a subset; rates above refer to the full screens.

mol,S100A4 MyoIIA,LGR2 antag,ERAP1 inh,C2C12 statin,SIRT5 block,Xi reactivation,PGC1a acetyl inh,Cneo AK release
C[C@H](CO)N1C[C@H](C)[C@H](CN(C)Cc2ccc(Oc3ccccc3)cc2)Oc2ccc(N(C)C)cc2C1=O,-1,12,2,-131,-1,0.2,-14,4
CC(C)N1CCN(S(=O)(=O)c2ccc3ccccc3c2)CC1,-7,-7,-1,9,-2,0.0,.,-1
C[C@H](CO)N1C[C@H](C)[C@H](CN(C)S(=O)(=O)c2ccc(Cl)cc2)Oc2ccc(NC(=O)CCC(F)(F)F)cc2CC1=O,-8,24,-3,-119,-3,1.5,5,1
COc1cc2cnc(-c3ccccc3)cc2cc1OC,-2,-36,2,13,.,0.1,-2,-3
CCC(=O)N(C)C[C@@H]1Oc2cc(C#CC(C)(C)O)ccc2S(=O)(=O)N([C@@H](C)CO)C[C@H]1C,0,8,-1,-20,-1,-0.4,7,93*
CCOc1ccc(NC(=O)c2ccc(N3CC4CC(C3)c3cccc(=O)n3C4)c(NC(=O)CCN3CCOCC3)c2)cc1 (stereo unspecified),-1,-10,-4,-7,1,0.1,9,0
C[C@H]1CN([C@@H](C)CO)S(=O)(=O)c2ccc(C#CCN(C)C)cc2O[C@@H]1CN(C)Cc1ccncc1,-17,5,.,-5,1,-0.4,-2,-7
O=P1(O)CC2=C(CC=CC2)C1,-4,.,3,2,-2,0.2,30,-1
C=CCOc1ccc(C(c2c(C)n(C)n(-c3ccccc3)c2=O)c2c(C)n(C)n(-c3ccccc3)c2=O)cc1,-13,-2,1,?,0,0.3,-1,0
C[C@@H]1CN([C@H](C)CO)C(=O)c2cc(C3=CCCC3)cnc2O[C@H]1CN(C)C(=O)Nc1cccc(F)c1,-8,-7,2,-8,0,0.2,-5,37
CCC/C=C1/CCCOC(C(=O)NCc2ccccn2)(C(F)(F)F)C1 (stereo unspecified),4,13,0,3,2,0.3,.,1
Cc1ccc(S(=O)(=O)N(C)C[C@H]2Oc3ncc(C#CC4(O)CCCC4)cc3C(=O)N([C@@H](C)CO)C[C@H]2C)cc1,-9,-16,2,-25,5,-0.3,3,0
Cc1cc(Cl)ccc1OCC(=O)Nc1ccccc1NS(=O)(=O)c1cccs1,-8,7,0,1,-1,0.1,-5,.
Cc1noc(C)c1S(=O)(=O)Nc1ccc2c(c1)CC(=O)N([C@H](C)CO)C[C@@H](C)[C@@H](CN(C)C(=O)Nc1ccc3c(c1)OCO3)O2,.,-18,.,5,.,-0.1,4,-2
Cc1ccc(S(=O)(=O)N[C@@H]2CC[C@@H](CCn3cc(C4CCCC4)nn3)O[C@@H]2CO)cc1,2,6,2,-5,-1,0.0,-7,3
COC(=O)c1c(C)oc(C)c1S(=O)(=O)Nc1ccc(C(C)C)cc1,-4,-10,5,.,3,0.0,-43,3
CCOc1ccc(N=C2C(=O)Nc3ccc(C)c(Br)c32)cc1,-20,-3,1,-2,-6,0.0,.,-7
COc1ccc(NC(=O)Nc2ccc3c(c2)C(=O)N([C@H](C)CO)C[C@H](C)[C@@H](CN(C)C(=O)CCC(F)(F)F)OCCCC[C@H](C)O3)cc1,.,-1,.,.,.,-0.1,-1,0
CC(C)c1ccccc1OCCNC(=S)NC(=O)c1cccnc1,-10,.,0,.,0,0.0,-4,6
Cc1ccc(C(=O)N2CCc3ccccc32)cc1NC(=O)c1ccco1,2,-5,-4,-1,1,0.0,5,-1
COc1ccc(CC2(CO)CCN(Cc3ccc4nsnc4c3)CC2)cc1,0,8,-2,.,2,0.0,.,.
C=CCn1c(SCC(=O)NCC2CCCO2)nc2scc(-c3ccccc3)c2c1=O (stereo unspecified),10,4,-2,.,-3,0.0,.,-1
C[C@@H]1CN([C@@H](C)CO)C(=O)c2cccc(NS(=O)(=O)c3ccc(F)cc3)c2O[C@@H]1CN(C)C(=O)Nc1cccc2ccccc12,-66,-11,-2,40,3,0.0,-5,2
CC1(C(=O)NCc2cccc3ccccc23)CCN1C(=O)Cc1ccc(-c2ccccc2)cc1 (stereo unspecified),8,32,-1,-2,-5,0.2,-7,0
CSc1ccc(/C=N/n2c(COc3ccccc3)n[nH]c2=S)cc1,-4,6,-1,11,-1,0.0,.,9

Sorted by heavy-atom count (falling): part of the list above.
mol,S100A4 MyoIIA,LGR2 antag,ERAP1 inh,C2C12 statin,SIRT5 block,Xi reactivation,PGC1a acetyl inh,Cneo AK release
C[C@H]1CN([C@@H](C)CO)S(=O)(=O)c2ccc(C#CCN(C)C)cc2O[C@@H]1CN(C)Cc1ccncc1,-17,5,.,-5,1,-0.4,-2,-7
CC1(C(=O)NCc2cccc3ccccc23)CCN1C(=O)Cc1ccc(-c2ccccc2)cc1 (stereo unspecified),8,32,-1,-2,-5,0.2,-7,0
Cc1ccc(S(=O)(=O)N[C@@H]2CC[C@@H](CCn3cc(C4CCCC4)nn3)O[C@@H]2CO)cc1,2,6,2,-5,-1,0.0,-7,3
COc1ccc(CC2(CO)CCN(Cc3ccc4nsnc4c3)CC2)cc1,0,8,-2,.,2,0.0,.,.
CC(C)N1CCN(S(=O)(=O)c2ccc3ccccc3c2)CC1,-7,-7,-1,9,-2,0.0,.,-1

More records follow.
mol,S100A4 MyoIIA,LGR2 antag,ERAP1 inh,C2C12 statin,SIRT5 block,Xi reactivation,PGC1a acetyl inh,Cneo AK release
Cc1ccc(NC(=O)CN(C)C(=O)CNC(=O)c2cccs2)cc1,-2,3,1,0,4,-0.1,-8,-1
Cc1cc(CN(C)C(=O)C2CCC(=O)N(CCc3ccccc3)C2)n[nH]1 (stereo unspecified),-3,6,3,-2,-1,0.7,8,0
Cc1noc(C)c1S(=O)(=O)Nc1ccc2c(c1)CC(=O)N([C@@H](C)CO)C[C@@H](C)[C@H](CN(C)C(=O)Nc1ccc3c(c1)OCO3)O2,.,1,.,-27,.,0.0,4,-3
NS(=O)(=O)c1ccc2nc(NC(=O)CS(=O)(=O)c3ccc(F)cc3)sc2c1,-1,9,6,5,-7,0.0,-14,-1
Cc1cc(-c2ccc(C(C)C)c(S(=O)(=O)N3CCN(c4ccccn4)CC3)c2)on1,-2,13,0,7,0,0.2,-5,0
COc1ccccc1N1CCN(C(=O)c2cc(C3CC3)on2)CC1,-3,-3,2,-16,-8,0.1,-5,-2
COc1cc2c(OC(C)=O)c3c(c(-c4ccc5c(c4)OCO5)c2cc1OC)C(=O)OC3,-16,.,-2,-184,.,.,-29,0
CO/N=C(\CS(=O)(=O)Cc1ccc(OC)cc1)c1ccc(Cl)cc1,-5,25,-2,18,-3,.,-22,-1
CN1CCN(NC(=O)CSc2ccc(Cl)cc2Cl)CC1,-11,-29,-4,7,-2,0.3,.,-1
Cc1ccc(C)c(C(O)c2ncc(-c3cccc(C(F)(F)F)c3)[nH]2)c1 (stereo unspecified),-5,-3,-2,13,5,0.1,.,-1
CC1(C)COC(c2cc3c(cc2Br)OCO3)OC1,4,-9,0,6,.,-0.1,6,0
CSc1ccccc1C(=O)Nc1ccccc1C(=O)N1CCCC1,-11,9,0,16,5,0.0,2,-1
CC(C)(C)C(=O)OCc1nc(-c2ccc(Cl)cc2)cs1,-3,-42,.,9,-1,1.0,3,-6
CC1(C)CC(=O)C2=C(C1)C(c1cn(-c3ccccc3)nc1-c1ccccc1)C(C#N)=C(N)O2 (stereo unspecified),2,-4,-1,.,1,0.1,8,-2
COc1ccc(CNC2CCN(Cc3ccccc3)CC2)cc1,-7,2,-2,4,1,0.3,-24,0
Cc1cc(C(=O)Nc2cccc3c2O[C@@H](CN(C)CC2CCCCC2)[C@@H](C)CN([C@@H](C)CO)C3=O)n(C)n1,4,18,1,-19,3,-0.1,2,5
CCNC(=S)Nc1ccc(OC(F)(F)F)cc1,-1,-7,-2,-2,-1,0.9,9,4
O=C(C1=NN[C@@H]2C(=O)N(c3cccc(F)c3)C(=O)[C@H]12)c1cnccn1,-4,.,-1,1,6,0.0,-3,-8
CCN(CC)S(=O)(=O)c1ccc(OC)c(NC(=O)C2CC(=O)N(c3ccc(C)cc3)C2)c1 (stereo unspecified),0,3,-5,0,-1,0.0,-16,2
COc1ccccc1/C=C(/C#N)C(=O)O,-15,11,0,-18,-1,0.0,-3,-1
COc1ccc(C(CC(=O)NCC(OC)OC)NS(=O)(=O)c2ccc(Cl)cc2)cc1 (stereo unspecified),1,9,-1,.,2,0.5,-7,.
C[C@@H]1CN([C@H](C)CO)S(=O)(=O)c2ccc(C#CCN(C)C)cc2O[C@H]1CN(C)C(=O)C1CCCCC1,-16,-10,0,-21,3,-0.5,-2,-2
COc1ccc(CNC(=O)CCSCc2cccc(Cl)c2)cc1,.,13,.,.,.,0.1,-19,3
O=C(Nc1ccc(F)cc1)N[C@H]1CC[C@@H](CCNS(=O)(=O)c2cccc(Cl)c2)O[C@H]1CO,15,7,-3,-4,2,0.8,-1,-2
Cc1ccccc1N1C(=O)C2C3C=CC(CC3)C2C1=O (stereo unspecified),-3,?,1,21,-2,0.1,2,-5

Next section
mol,S100A4 MyoIIA,LGR2 antag,ERAP1 inh,C2C12 statin,SIRT5 block,Xi reactivation,PGC1a acetyl inh,Cneo AK release
Cc1ccc(S(=O)(=O)NCCc2cccs2)cc1,-4,-8,.,1,-13,0.2,2,-1
COc1cc(S(=O)(=O)Nc2ccc3nc(C)sc3c2)ccc1NC(C)=O,-1,-9,-1,-8,-1,0.2,0,0
Cc1cc(C)nc(/N=C2\NC(=O)CC(C(=O)O)N2c2ccc(C)c(C)c2)n1 (stereo unspecified),-20,33,-3,-2,-4,0.1,2,0
CC(C)Cc1ccc(C(C)C(=O)N2CCOCC2)cc1 (stereo unspecified),-5,0,-5,-20,-1,.,-4,-1
C[C@@H]1CN([C@@H](C)CO)C(=O)c2cccc(NC(=O)c3cnccn3)c2O[C@@H]1CN(C)Cc1ccc(Cl)c(Cl)c1,-1,-6,-2,-126,.,0.1,-3,4

Assay outcomes as filed in PubChem BioAssay.
